From PubChem
PGE2 EP2 inh: human EP2 receptor antagonists, primary screen, TR-FRET cAMP, C6 glioma cells. C6 glioma cells expressing human EP2; cells stimulated with saturating PGE2. inhibition, % at 25 µM. actives 0.52% (n = 260,000). AID 1422, 2008;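 active = percent inhibition above 40 after rounding to a whole number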;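 also: rat C6 glioma host cells with rolipram phosphodiesterase inhibitor present; the protocol text gives 20 µM as final concentration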
Target sequence (P43116 whole entry, looked up): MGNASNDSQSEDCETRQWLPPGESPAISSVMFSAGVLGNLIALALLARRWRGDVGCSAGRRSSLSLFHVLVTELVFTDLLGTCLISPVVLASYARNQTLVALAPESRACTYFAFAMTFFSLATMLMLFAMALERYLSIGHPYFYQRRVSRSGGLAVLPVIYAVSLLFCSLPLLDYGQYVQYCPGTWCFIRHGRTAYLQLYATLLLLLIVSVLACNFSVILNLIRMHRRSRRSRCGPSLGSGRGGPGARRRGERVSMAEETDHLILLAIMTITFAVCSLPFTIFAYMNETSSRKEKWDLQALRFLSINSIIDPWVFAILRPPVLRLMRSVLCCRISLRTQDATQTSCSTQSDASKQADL
L929 necroptosis: inhibitors of zVAD-triggered necroptosis, primary screen, L929 cells; L929 zVAD necroptosis rescue, ATP luminescence, 24 h; with zVAD 60 µM; viability rescue, % at 10 µM; actives 0.38% (n = 220,000); AID 1377, 2008;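 active = activation, scaled between plate controls, above about 75%, limit read from the data; inactive = activation under that limit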;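 also: 0% = zVAD with DMSO and 100% = DMSO alone without zVAD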
FXIIa inh: human FXIIa protease inhibitors, primary screen, biochemical, 1536-well | Coagulation factor XII (Homo sapiens), P00748 | purified FXIIa, Boc-QGR-AMC fluorogenic substrate, 2 h | inhibition, % at 5 µM | actives 0.3% (n = 220,000) | AID 800, 2007; in the data active = inhibition above about 40%;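 also: 0% = enzyme with no compound and 100% = blank without enzyme; many of its hits are not listed in these tables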
Target sequence (P00748 20-372 limits assumed): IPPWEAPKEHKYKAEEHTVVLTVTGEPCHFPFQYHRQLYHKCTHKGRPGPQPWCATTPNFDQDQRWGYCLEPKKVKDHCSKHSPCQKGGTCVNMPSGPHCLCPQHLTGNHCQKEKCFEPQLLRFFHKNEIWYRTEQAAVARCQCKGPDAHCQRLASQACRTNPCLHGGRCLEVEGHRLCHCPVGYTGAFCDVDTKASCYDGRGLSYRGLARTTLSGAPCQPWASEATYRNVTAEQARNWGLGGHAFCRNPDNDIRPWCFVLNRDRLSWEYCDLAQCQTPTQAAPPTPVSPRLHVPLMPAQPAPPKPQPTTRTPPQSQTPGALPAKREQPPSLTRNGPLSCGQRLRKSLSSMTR
Target sequence (P00748 373-615 limits assumed): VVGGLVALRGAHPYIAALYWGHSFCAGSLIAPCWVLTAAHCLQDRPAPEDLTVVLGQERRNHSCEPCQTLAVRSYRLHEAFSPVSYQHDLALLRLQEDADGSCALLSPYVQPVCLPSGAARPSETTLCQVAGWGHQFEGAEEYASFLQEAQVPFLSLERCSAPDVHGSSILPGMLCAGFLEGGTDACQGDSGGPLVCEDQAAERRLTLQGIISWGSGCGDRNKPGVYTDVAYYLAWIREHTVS
Wee1 degr inh: Wee1 degradation inhibitors, primary screen, cell-based, HeLa, Wee1K328M-luciferase, luminescence. Wee1-like protein kinase (Homo sapiens), P30291. HeLa Luc-Wee1K328M stability; 100% = proteasome inhibitor MG132 effect. reporter increase, % at 5 µM. actives 1.2% (n = 220,000);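 active = activation above the mean of all tested compounds plus 3 SD, set per screening run, cut at about 8.8% in these data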;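 also: cells exposed to compound for 20 h before luminescence read; 0% = DMSO alone and 100% = MG132 at 30 µM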
FXIa inh: human FXIa protease inhibitors, primary screen, biochemical, 1536-well; Coagulation factor XI (Homo sapiens), P03951; purified FXIa, Boc-Glu-Ala-Arg-AMC fluorogenic substrate; inhibition, % at 5 µM; actives 0.14% (n = 220,000); AID 798, 2007;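 active = inhibition of at least 40%; inactive = inhibition below 40%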;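 also: fluorescence of freed AMC excited at 355 nm; 0% = enzyme without compound and 100% = no enzyme blank; many of its hits are not listed in these tables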
TNF necrop inh: inhibitors of TNF-alpha triggered necroptosis, primary screen, cell-based, Jurkat FADD-/-, single concentration | Jurkat FADD-/- TNF necroptosis rescue, ATP luminescence, 24 h; 0 = TNF only, 100 = no-TNF cells | activation (protection from cell death), % at 10 µM | actives 0.068% (n = 220,000);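 active = activation, meaning protection from cell death, of at least 50% relative to plate controls; inactive = activation below 50%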;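 also: necroptosis triggered by 40 ng/mL TNF-alpha added together with compound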
PPC-1+TRAIL kill: compounds killing PPC-1 cancer cells with TRAIL present, primary screen, TRAIL potentiator project, ATPLite luminescence, uHTS; PPC-1 cells + TRAIL, ATPLite viability luminescence; cell killing (% activity), % at 4 µM; actives 0.41% (n = 220,000);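 active = cell killing above 50% in the first pass at 4 µM, then a duplicate retest at 5 µM averaging 50% or more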;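 also: plate controls were cells with TRAIL plus DMSO for no effect and medium-only wells lacking cells for full effect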
CHOP inhibitor: inhibitors of CHOP promoter induction, primary screen, cell-based, unfolded protein response, luciferase reporter; CHO-K1 CHOP-promoter luciferase, tunicamycin-induced, 15-18 h; inhibition, % at 10 µM; actives 3.8% (n = 220,000);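 active = compounds that reduced the stress-induced luciferase reporter signal by more than about 70% of percent inhibition, limit read from the data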;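 also: 0% = tunicamycin plus vehicle and 100% = wells without tunicamycin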
Tb hexokinase: Trypanosoma brucei hexokinase 1 inhibitors, primary screen, biochemical, G6PDH-coupled NADH absorbance, MLSCN library; hexokinase 1 [Trypanosoma brucei]; recombinant TbHK1, G6PDH-coupled NADH A340; inhibition, % at 10 µM; actives 0.11% (n = 220,000); AID 1430, 2008;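 active = inhibition of 50% or more in the single-dose primary screen; inactive = inhibition below 50%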
* = called active by the depositor; nt = no result given. The list is partial; rates above refer to the full screens.

SMILES	PGE2 EP2 inh	L929 necroptosis	FXIIa inh	Wee1 degr inh	FXIa inh	TNF necrop inh	PPC-1+TRAIL kill	CHOP inhibitor	Tb hexokinase
CSC1=NCCN1C(=O)c1cccc(C(F)(F)F)c1	7	0.1	14	-2	0	-2.3	3	-7	4
COC(=O)c1nnn(CC(=O)NC(=O)Nc2cccc(C)c2C)c1C(=O)OC	8	-0.4	5	-3	21	-1.0	8	16	3
O=C(NCc1ccccc1)c1cccnc1N1CCOCC1	13	0.1	-8	2	2	-0.5	38	-6	-11
COc1ccc(N(C(C)C(=O)NN=C2CCCCCCC2)S(C)(=O)=O)cc1 (stereo not given)	9	1.8	-2	-1	-10	1.6	8	-31	-5
S=c1[nH]nc(-c2ccccn2)n1/N=C/c1ccc(Br)s1	3	1.6	6	-1	-6	1.1	8	4	-5
O=C(Nc1ccccc1C(F)(F)F)c1ncn[nH]1	3	-0.5	5	-4	-2	-0.8	27	5	-6
CCOC(=O)c1cc2c(nc1C)-c1cc(Cl)cc(Cl)c1OC2O (stereo not given)	12	6.1	6	-4	-2	0.4	12	89*	-1
CCOc1ccc2ccccc2c1C1NC(=S)N(C)C(C)=C1C(=O)OC (stereo not given)	3	-0.1	11	2	1	-1.6	6	12	6
COc1ccc(Nc2ncc3c(n2)CC(c2ccccc2)CC3=O)cc1 (stereo not given)	7	35	19	2	19	0.9	12	40	-7
Cc1ccc(-n2c(SCC3CCCCO3)nnc2-c2ccco2)cc1 (stereo not given)	20	-0.9	0	0	-2	-0.5	5	36	8
CC(=O)Cc1nsc(NC(=O)c2ccc(F)cc2)n1	6	0.1	5	3	-5	0.7	4	23	1
N#Cc1c(NC(=O)c2cccnc2)sc2c1CCC2	12	0.0	31	6	16	-6.4	12	-21	-32
CC(C)(C)C1CCC(=NNc2ncc(C(F)(F)F)cc2Cl)CC1 (stereo not given)	4	-0.2	16	-1	5	0.7	-4	29	-1
CCOC(=O)N1CCN(C(=O)CSc2nc(-c3cccc(C)c3)ns2)CC1	11	0.0	1	-3	-1	0.3	-1	27	-3
COc1ccc(S(=O)(=O)NC(CC(=O)NCCc2ccccc2)c2ccco2)cc1 (stereo not given)	-3	0.0	-5	-1	-4	-0.8	24	3	-4
COCCn1c(C(C)C)nc2sc3ccccc3c(=O)c2c1=O	8	-0.1	12	0	-2	-4.2	11	14	-11
CCOC(=O)C1=C(CC)Nc2ccccc2N=C1NC(=O)c1cccc(S(=O)(=O)N2CCCC2)c1	14	-0.4	12	0	2	-3.1	8	30	3
CC(CN(C)Cc1nc(Cc2cccc(C(F)(F)F)c2)no1)CN1CCCC1 (stereo not given)	6	-1.6	12	0	-2	0.8	13	13	-5
O=[N+]([O-])/C=C1/CCCCCN1	5	0.7	2	4	0	-0.3	2	5	-37
Cc1c(C(=O)O)cccc1-n1c(C)cc(/C=N/Nc2ccc([N+](=O)[O-])cn2)c1C	10	13	10	1	6	6.1	2	10	-6
CCC(=O)Nc1ccc(S(=O)(=O)Nc2cccnc2)cc1	-1	0.1	16	1	0	0.2	14	-22	-2
Cc1cc(C(C#N)c2cccc(Cl)c2)n2ncnc2n1 (stereo not given)	nt	0.2	42*	1	14	-0.8	-4	-11	-10
Cc1ccc(-n2c(SCC(=O)c3c(N)n(C)c(=O)n(C)c3=O)nc3sc4c(c3c2=O)CCCC4)c(C)c1	5	-0.2	1	0	-11	-6.5	28	73*	-12
Cc1cc(=O)[nH]c(S/C=C/c2ccccc2)n1	8	-1.1	11	3	-2	-3.8	35	-10	3
CNC(=S)N/N=C(\C)c1ccc(Cl)c(Cl)c1	7	1.2	nt	1	10	-2.2	20	-2	-2
CC(=O)NC1(C(F)(F)F)C(=O)Nc2c1c(=O)n(C)c(=O)n2C (stereo not given)	11	0.1	15	-2	1	-0.1	3	-4	0
O=C1CC(Nc2ccccc2)C(=O)N1c1ccc(N2CCOCC2)cc1 (stereo not given)	7	0.0	12	-1	3	0.5	-1	-1	3
COc1ccc(C2C(C(=O)O)CC(=O)N2c2ccc(OC)cc2)cc1 (stereo not given)	15	1.4	1	0	-5	0.3	11	67	-6
CC1CC(C)CN(C(=O)c2ccncc2)C1 (stereo not given)	9	0.6	13	-2	4	0.1	-10	-8	-9
Cc1ncc(/C=C2\C(=O)Nc3ccccc32)[nH]1	14	72	12	2	5	-21	8	21	-24
Cc1ccsc1/C=N/NC(=O)c1cccc(S(=O)(=O)Nc2ccccc2Cl)c1	7	0.7	6	0	-3	1.5	2	-23	-5
COc1ccc(C2C(C(C)=O)=C(O)C(=O)N2Cc2cccnc2)cc1 (stereo not given)	5	-0.1	9	-1	-4	-1.8	-2	5	-19
O=C(CCc1nnc(Cc2cccc(C(F)(F)F)c2)o1)NC1CC1	3	0.3	9	-2	-1	-0.7	-9	78*	2
COc1ccc(C(=O)Nc2ccc(N3CCN(C)CC3)cc2)cc1[N+](=O)[O-]	7	7.5	10	-2	7	1.5	2	8	-7
O=C(NC(=S)Nc1ccc(N2CCOCC2)cc1)c1ccccc1	5	-1.1	13	5	2	-0.5	39	2	-4
Cc1ccccc1NC(=O)c1c(C)nn(-c2ccccc2)c1Cl	3	0.1	8	1	4	1.8	22	14	-1
CCC(Sc1nc2ccsc2c(=O)n1-c1ccc(Cl)c(C)c1)C(=O)NCc1ccco1 (stereo not given)	3	-0.2	-3	1	-5	0.3	10	5	0
O=C(N/N=C/c1ccc(O)cc1)c1cccc(N/N=C/c2ccc(O)cc2)c1	17	-0.1	12	0	6	-2.6	17	10	-73
O=C(Nc1ccccc1)Nc1ccc2ccccc2c1	14	8.3	5	-2	-1	1.5	0	-6	7
COc1ccc(CCNC(=O)CSC2=Nc3ccccc3C3=NC(C(C)C)C(=O)N23)cc1OC (stereo not given)	nt	0.5	3	0	5	0.3	-8	6	-14
O=C(O)c1ccccc1C(=O)Nc1ccc(-n2nc(C(F)(F)F)cc2C(F)(F)F)cc1	9	0.2	5	1	-4	-0.2	6	-5	7
CC1CC(C)CN(C/C=C/c2ccccc2[N+](=O)[O-])C1 (stereo not given)	7	-0.2	12	4	-4	0.2	-7	-5	-4
O=C(Nc1nc(-c2cccnc2)cs1)c1ccccc1[N+](=O)[O-]	7	2.4	1	-1	-3	1.1	-1	39	-4
Cc1ccsc1C(=O)OCC(=O)Nc1cccc(S(=O)(=O)N2CCOCC2)c1	7	1.5	11	-2	-4	2.0	17	25	-1
CCOC(=O)c1ccc(N=C2SC(C(=O)NC)CC(=O)N2Cc2ccc(F)cc2)cc1 (stereo not given)	5	1.1	4	-1	4	0.6	-4	28	-8

Ordered by SMILES length (largest number first): seven of the compounds above.
SMILES	PGE2 EP2 inh	L929 necroptosis	FXIIa inh	Wee1 degr inh	FXIa inh	TNF necrop inh	PPC-1+TRAIL kill	CHOP inhibitor	Tb hexokinase
O=C(O)c1ccccc1C(=O)Nc1ccc(-n2nc(C(F)(F)F)cc2C(F)(F)F)cc1	9	0.2	5	1	-4	-0.2	6	-5	7
CCOC(=O)c1ccc(N=C2SC(C(=O)NC)CC(=O)N2Cc2ccc(F)cc2)cc1 (stereo not given)	5	1.1	4	-1	4	0.6	-4	28	-8
O=C(N/N=C/c1ccc(O)cc1)c1cccc(N/N=C/c2ccc(O)cc2)c1	17	-0.1	12	0	6	-2.6	17	10	-73
O=C(Nc1nc(-c2cccnc2)cs1)c1ccccc1[N+](=O)[O-]	7	2.4	1	-1	-3	1.1	-1	39	-4
O=C(CCc1nnc(Cc2cccc(C(F)(F)F)c2)o1)NC1CC1	3	0.3	9	-2	-1	-0.7	-9	78*	2
CC1CC(C)CN(C/C=C/c2ccccc2[N+](=O)[O-])C1 (stereo not given)	7	-0.2	12	4	-4	0.2	-7	-5	-4
Cc1ccccc1NC(=O)c1c(C)nn(-c2ccccc2)c1Cl	3	0.1	8	1	4	1.8	22	14	-1

Quoted at random: three records from the list
SMILES	PGE2 EP2 inh	L929 necroptosis	FXIIa inh	Wee1 degr inh	FXIa inh	TNF necrop inh	PPC-1+TRAIL kill	CHOP inhibitor	Tb hexokinase
CC1CC(C)CN(C/C=C/c2ccccc2[N+](=O)[O-])C1 (stereo not given)	7	-0.2	12	4	-4	0.2	-7	-5	-4
O=C(O)c1ccccc1C(=O)Nc1ccc(-n2nc(C(F)(F)F)cc2C(F)(F)F)cc1	9	0.2	5	1	-4	-0.2	6	-5	7
COc1ccc(C2C(C(C)=O)=C(O)C(=O)N2Cc2cccnc2)cc1 (stereo not given)	5	-0.1	9	-1	-4	-1.8	-2	5	-19

New compounds follow.
SMILES	PGE2 EP2 inh	L929 necroptosis	FXIIa inh	Wee1 degr inh	FXIa inh	TNF necrop inh	PPC-1+TRAIL kill	CHOP inhibitor	Tb hexokinase
Cc1ccc(NC(=O)CN2C(=O)NC3(CCC(C)CC3)C2=O)c(Cl)c1 (stereo not given)	7	0.4	14	0	-2	-4.1	15	26	5
CCCCn1c(SCC(=O)NCc2ccco2)nc2c1c(=O)n(C)c(=O)n2C	2	-0.3	11	2	5	-0.8	-3	12	5
O=c1cccc2n1Cc1cc3ccccc3nc1-2	28	4.0	-16	0	-7	0.3	2	-16	-30
Cc1cc(C)c(S(C)(=O)=O)c(=O)[nH]1	4	0.4	5	1	1	-0.5	1	-2	-4
CC(Sc1ccc2nnc(-c3ccc(F)cc3)n2n1)C(=O)O (stereo not given)	12	0.4	4	-2	-1	-0.2	-1	7	-3
O=C(Cn1nnc2ccccc21)c1cccc([N+](=O)[O-])c1	12	-0.1	9	1	2	2.3	25	-9	-3
O=C(COC(=O)c1ccco1)NCc1ccco1	6	-0.5	13	3	-16	-0.3	-9	30	3
N#C/C(=C/c1cn(CC(=O)O)c2ccccc12)c1ccc(F)cc1	3	0.8	-1	-1	-1	1.4	6	11	-25
CSc1nnc(-c2cccs2)n1-c1ccccc1	13	-0.2	19	1	7	-2.4	20	5	-6
Cn1cnnc1SCC(=O)NC1CCCCC1	4	2.8	-7	-3	4	0.2	-18	9	0
O=C1c2sc3nc4ccccc4n3c2C(=O)N1c1ccccc1Cl	16	0.9	15	2	8	-3.9	32	106*	-2
O=C(NCc1ccccn1)C1CN(S(=O)(=O)c2ccccc2)CCN1S(=O)(=O)c1ccccc1 (stereo not given)	4	-0.1	34	0	7	0.0	9	-24	7
O=C(CCn1c(=O)oc2ccccc21)NCc1cccs1	13	nt	6	-1	6	2.3	12	25	3
O=C(COC(=O)C1=COCCO1)Nc1cccc(Oc2ccccc2)c1	9	0.5	0	-2	-2	-1.0	14	6	9
Cc1[nH]nc2nc3c(c(OC(=O)c4ccccc4)c12)c(=O)n(C)c(=O)n3C	nt	0.3	16	2	3	-2.3	16	-6	-3
